Source: PubChem BioAssay (National Center for Advancing Translational Sciences (NCATS))
MmCpn inh: blocks the Methanococcus maripaludis chaperonin Mm-Cpn | Potency, µM (series often up to 76.9 µM), for inactives: top-dose activity, negative = inhibition, most hits filed as inhibitors | purified Mm-Cpn ATPase, ADP Transcreener TR-FRET | actives 0.031% (n = 330,000); further: potency means the concentration at half of the fitted maximal effect; on the % scale 0 is the no-effect control and ±100 the full control effect; nearly all actives have a fitted effect of over 80% in size
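Measured: ADP formation by purified Mm-CPN. Conditions: 25 nM protein, 10 uM ATP, Tris pH 7.4 with Mg2+, K+ and DTT, 37°C for 30 min. Detection: Transcreener HTRF after 30 min at room temperature.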
HepG2 viability: counter-screen for TGF-b inhibitors: cytotoxicity in HepG2 cells; HepG2 CAGA-GFP viability, ATP luminescence, 18 h; Potency, µM (series often up to 46.1 µM), for inactives: at the highest dose activity change, negative = cytotoxicity, hits mostly cytotoxic; actives 0.76% (n = 410,000); AID 588856; further: potency means the concentration at half of the fitted maximal effect; some results filed as inactive show a strong effect at the top dose
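CellTiter-Glo luminescence gave cytotoxicity after 18 hours at 37 degrees C. The cells were HepG2 CAGA-GFP in 1% FBS DMEM, stimulated with 500 pg/mL TGF-beta after compound addition. %Activity was normalised to no-cell wells (complete cell-killing) and DMSO (no toxicity), and curves were fitted and classified.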
Akt phos inh: blocks phosphorylation of Akt; Neuro2A IGF-stimulated pAkt S473 HTRF, 20 min; stronger effect = lower value; AID 651550; activity change, % for hits at 50 µM; actives 0.32% (n = 360,000); in the data active means activity change below about -80%; inconclusive means mostly about -51% to -80%; further: on the % scale 0 is the no-effect control and ±100 the full control effect
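Neuro2A cells (4,500/well, DMEM with 0.5% FBS) were treated with compound at a single 50 µM final concentration, stimulated with 6 nM IGF for 20 min at 37 °C, and lysed. Phospho-Akt Ser473 was read by HTRF as 665/615 ratio ×10^4.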
Abeta yeast res: restores growth of yeast expressing A-beta42 peptide; yeast expressing A-beta42, growth rescue, OD600, 48 h; response scale: 0% DMSO, 100% iron-clioquinol control; Potency, µM (top dose mostly 46.1 µM), without a hit: at the highest dose growth rescue, hits mostly activators; actives 0.063% (n = 410,000); AID 1347071; further: potency means the concentration at half of the fitted maximal effect; nearly all actives have a fitted effect of over 55% in size
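Growth rescue measured by 600 nm absorbance after 48 h yeast culture at 30 C with compound. Values normalized between DMSO and an equimolar ferric chloride plus clioquinol control.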
CCT modulator: cytosolic chaperonin activity modulation. purified chaperonin ATPase assay, HTRF ADP detection, 30 min. activity change, % (no concentration beside the values), hits read low. actives 0.3% (n = 360,000). AID 651819; in the data active means activity change below about -30%; further: on the % scale 0 is the no-effect control and ±100 the full control effect
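TRiC (40 or 20 nM final, by batch activity) in 30 mM Tris pH 7.4, 100 mM KCl, 5 mM MgCl2, 1 mM DTT was treated with compound at 76 uM single dose, then 10 uM ATP, 30 min at 37 °C. ADP was read by HTRF Transcreener.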
Nrf2 ARE act: activators of Nrf2 (ARE) signaling; AREc32 ARE-luciferase reporter (MCF7-derived line), luminescence, 24 h; Potency, µM (highest dose often 46.1 µM), inactives show top-dose activation, usual class: activators; actives 0.31% (n = 410,000); AID 624171; further: potency means the concentration at half of the fitted maximal effect; % of control where 0% means no effect; nearly all actives have a fitted effect of over 65% in size
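For detection, Steady-Glo was added and plates sat 30 min at RT; before that, AREc32_Fluc cells grown overnight in OPTI-MEM/5% FBS had been treated with 23 nL compound for 24 hr at 37 deg C.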
Nrf2 block: inhibitors of Nrf2 signaling | A549 ARE-Fluc reporter, luciferase luminescence, 18-24 h | actives 2.1% (n = 360,000) | Potency, µM (highest dose often 46 µM), for the others: at the highest dose activity change, negative = inhibition, usual class: inhibitors | AID 504444; further: potency means the concentration at half of the fitted maximal effect; on the % scale 0 is the no-effect control and ±100 the full control effect; nearly all actives have a fitted effect of over 60% in size
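Concentration-response testing used A549 ARE_Fluc cells at 5000 cells/well. Following an 18-24 h compound incubation, viability was read by fluorescence (Ex 405/Em 525) and luciferase output by luminescence.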
A549 viability: A549 cytotoxicity, counter-screen for Nrf2 inhibitors. A549 ARE-Fluc cells, CellTiter-Fluor viability, 18-24 h. AID 504648. Potency, µM (top dose mostly 46 µM), for the others: at the top dose activity change, negative = cytotoxicity, most hits filed as inhibitors. actives 0.16% (n = 390,000); further: potency means the concentration at half of the fitted maximal effect; on the % scale 0 is the no-effect control and ±100 the full control effect
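A549 ARE-Fluc cells in 5% FBS OPTI-MEM, 5000 cells/well, rested 2 h then exposed to compounds in concentration-response for 18-24 h at 37 °C. Viability by CellTiter-Fluor fluorescence (Ex 405/Em 525) after 30 min; luciferase luminescence (BugLite, 15 min, RT) read afterwards.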
TGFb inhibitor: blocks TGF-b signaling; HepG2 CAGA-GFP TGF-b/SMAD3 reporter, GFP fluorescence, 18 h; TGF-beta stimulated, 500 pg/mL final; Potency, µM (doses to about 46.1 µM), inactives show at the top dose activity, negative = inhibition, usual class: inhibitors; actives 1.2% (n = 410,000); AID 588855; further: potency means the concentration at half of the fitted maximal effect; on the % scale 0 is the no-effect control and ±100 the full control effect; nearly all actives have a fitted effect of over 65% in size
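Per well, imaged GFP fluorescence of HEPG2 CAGA-GFP cells gives the signal; cells get compound, then TGF-beta (500 pg/mL final), 18 h at 37 degrees C; %Activity versus -TGF-beta and +DMSO controls.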
* hit, by the source's call; & = joins results of further samples. Unless noted, the call rests on the fitted dose curve; in most records, active means well fitted curve in the direction sought with a large enough effect; inconclusive means small, poorly fitted or top-dose-only effect, or another doubt; inactive means no such curve, though single readings can be large; an effect the other way counts as inactive or inconclusive. Not a hit list; 4.3% or so of the library scored in one or more.

CN1C(=O)NC(c2ccc(C(F)(F)F)cc2)C2=C1CC(C)(C)CC2=O (stereo not given) was read as MmCpn inh 3%, HepG2 viability -35%, Akt phos inh inactive, Abeta yeast res -10%, CCT modulator -0.7, Nrf2 ARE act 2.1%, Nrf2 block 9%, A549 viability inconclusive and TGFb inhibitor -1%.
CCn1ncc(NC(=S)NCCc2ccc(OC)c(OC)c2)c1C(N)=O was read as MmCpn inh 0%, HepG2 viability -8%, Akt phos inh inactive, Abeta yeast res -13%, CCT modulator -1.3, Nrf2 ARE act -0.3%, Nrf2 block 17%, A549 viability 1% and TGFb inhibitor -10%.
For CCCCC1(C)NC(=O)N(CC(=O)Nc2cc(S(=O)(=O)N3CCOCC3)ccc2Cl)C1=O (stereo not given) the results were MmCpn inh -1%, HepG2 viability 1%, Akt phos inh inactive, Abeta yeast res 11%, CCT modulator 1.1, Nrf2 ARE act 2.1%, Nrf2 block -13%, A549 viability 10% and TGFb inhibitor 5%.
For O=C(c1ccc(F)cc1)N1CCC(C(=O)N2CCN(Cc3ccc4c(c3)OCO4)CC2)CC1 the results were MmCpn inh 0%, HepG2 viability -10%, Akt phos inh inactive, Abeta yeast res 3%, CCT modulator 0.5, Nrf2 ARE act 0.0%, Nrf2 block -5%, A549 viability -2% and TGFb inhibitor -7%.
`CC1(C)C(=O)Nc2ccccc2N1C(=O)COC(=O)CSc1ccc(F)cc1` gave MmCpn inh 1%, HepG2 viability 5%, Akt phos inh inactive, Abeta yeast res -2%, CCT modulator -21, Nrf2 ARE act 0.3%, Nrf2 block 1%, A549 viability 4% and TGFb inhibitor 5%.
Screening CCc1ccc(NC(=O)c2cnn(-c3ccccc3)c2C2CCNCC2)cc1 returned MmCpn inh 3%, HepG2 viability -2%, Akt phos inh inactive, Abeta yeast res 10%, CCT modulator -0.8, Nrf2 ARE act 0.3%, Nrf2 block -3%, A549 viability 2% and TGFb inhibitor 4%.
`Cc1ccc(N(CC(=O)NCCSc2nc3ccccc3s2)S(=O)(=O)c2ccccc2)c(C)c1` gave MmCpn inh -3%, HepG2 viability 15%, Akt phos inh inactive, Abeta yeast res 10%, CCT modulator -2.1, Nrf2 ARE act 4.7%, Nrf2 block inconclusive, A549 viability inconclusive and TGFb inhibitor inconclusive.
`O=c1ccsc2ccccc12` gave HepG2 viability -29%, Akt phos inh inactive, Abeta yeast res 0%, CCT modulator -1.5, Nrf2 ARE act 6.7%, Nrf2 block -15%, A549 viability 3% and TGFb inhibitor 4%.
O=C(NCCc1ccccc1)c1ccc2nc(N3CCCCC3)sc2c1 was read as HepG2 viability -4%, Abeta yeast res -10%, Nrf2 ARE act 10%, Nrf2 block inconclusive, A549 viability -3% and TGFb inhibitor -1%.
`Cc1ccccc1CSc1nccn1-c1ccccc1` gave MmCpn inh -3%, HepG2 viability -34%, Akt phos inh inactive, Abeta yeast res inconclusive, CCT modulator -2.2, Nrf2 ARE act 0.4%, Nrf2 block -17%, A549 viability -9% and TGFb inhibitor -3%.
Screening Cc1ccc(C)c(OCC(=O)O/N=C(\N)c2ccccn2)c1 returned MmCpn inh 1%, HepG2 viability -4%, Akt phos inh inactive, Abeta yeast res 26%, CCT modulator -0.5, Nrf2 ARE act -0.2%, Nrf2 block inconclusive, A549 viability 12% and TGFb inhibitor -7%.
`CCOC(=O)c1cc2sc(C)cc2n1CC(=O)NCCc1ccccc1` gave MmCpn inh 0%, HepG2 viability -25%, Akt phos inh inactive, Abeta yeast res 13%, CCT modulator -6.5, Nrf2 ARE act -0.2%, Nrf2 block inconclusive, A549 viability -4% and TGFb inhibitor -11%.

Reprinted from the part before: two compounds, followed by the next part.
Screening Cc1ccc(C)c(OCC(=O)O/N=C(\N)c2ccccn2)c1 returned MmCpn inh 1%, HepG2 viability -4%, Akt phos inh inactive, Abeta yeast res 26%, CCT modulator -0.5, Nrf2 ARE act -0.2%, Nrf2 block inconclusive, A549 viability 12% and TGFb inhibitor -7%.
`CCOC(=O)c1cc2sc(C)cc2n1CC(=O)NCCc1ccccc1` gave MmCpn inh 0%, HepG2 viability -25%, Akt phos inh inactive, Abeta yeast res 13%, CCT modulator -6.5, Nrf2 ARE act -0.2%, Nrf2 block inconclusive, A549 viability -4% and TGFb inhibitor -11%.
`O=C(Nc1ccc(C(=O)N2CCC(N3CCCC3)CC2)cc1)c1ccc(Br)o1` gave MmCpn inh -1%, HepG2 viability -1%, Akt phos inh inactive, Abeta yeast res -16%, CCT modulator -1.9, Nrf2 ARE act -0.2%, Nrf2 block 12%, A549 viability -3% and TGFb inhibitor -29%.
`CCOc1ccccc1Nc1ccc(C(=O)O)cc1N` gave MmCpn inh -5%, HepG2 viability -14%, Akt phos inh inactive, Abeta yeast res 13%, CCT modulator -0.1, Nrf2 ARE act 3.4%, Nrf2 block -9%, A549 viability -10% and TGFb inhibitor 11%.
`O=[N+]([O-])c1ccccc1S(=O)(=O)Nc1cccc(S(=O)(=O)N2CCCC2)c1` gave MmCpn inh 2%, HepG2 viability 9%, Akt phos inh inactive, Abeta yeast res 6%, CCT modulator 2.3, Nrf2 ARE act -1.1%, Nrf2 block -3%, A549 viability -4% and TGFb inhibitor -3%.
CCn1ccc(C(=O)Nc2sc3c(c2C(=O)OC)CCC3)n1 was read as MmCpn inh 1%, HepG2 viability 3%, Akt phos inh inactive, Abeta yeast res -26%, CCT modulator 0.6, Nrf2 ARE act 3.0%, Nrf2 block 7%, A549 viability 0% and TGFb inhibitor 16%.
CCS(=O)(=O)N1CCCC(C(=O)NCCCOC(C)C)C1 (stereo not given) was read as MmCpn inh 1%, HepG2 viability 7%, Akt phos inh inactive, Abeta yeast res 0%, CCT modulator 1.2, Nrf2 ARE act -0.8%, Nrf2 block 3%, A549 viability -5% and TGFb inhibitor -9%.
Cc1ccc(Cl)cc1NC(=O)Cn1c(SCC(=O)NCc2ccccc2)nc2ccccc21 was read as HepG2 viability -2%, Abeta yeast res -14%, Nrf2 ARE act 1.5%, A549 viability -4% and TGFb inhibitor -8%.
Screening COc1cc(-c2nn3c(COc4ccccc4)nnc3s2)cc(OC)c1OC returned MmCpn inh -2%, HepG2 viability -10%, Akt phos inh inactive, Abeta yeast res -15%, CCT modulator 0.0, Nrf2 ARE act 2.4%, Nrf2 block inconclusive, A549 viability 0% and TGFb inhibitor 12%.
For Cc1cccc(NC(=O)CCNS(=O)(=O)c2cccc3nonc23)c1 the results were MmCpn inh 4%, HepG2 viability -11%&0%, Akt phos inh inactive, Abeta yeast res -12%&-10%, CCT modulator -0.4, Nrf2 ARE act 0.0%&-0.9%, Nrf2 block 2%, A549 viability 0%&-6% and TGFb inhibitor -2%&-27%.
`COc1cc(CN2CCC(C(=O)N3CCN(c4ccccc4F)CC3)CC2)cc(OC)c1OC` gave MmCpn inh 1%, HepG2 viability -16%, Akt phos inh inactive, Abeta yeast res -14%, CCT modulator -1.4, Nrf2 ARE act 0.3%, Nrf2 block -14%, A549 viability -11% and TGFb inhibitor -1%.
`Cc1ccccc1CCNC(=O)c1ccc(Cn2c(=O)c3cccn3c3cccnc32)cc1` gave HepG2 viability -32%, Abeta yeast res -13%, Nrf2 ARE act 2.9%, Nrf2 block inconclusive, A549 viability -8% and TGFb inhibitor -22%.
Screening O=C(NC1CC2CCCC(C1)N2C(=O)Nc1ccccc1)c1ccncc1 (stereo not given) returned MmCpn inh -1%, HepG2 viability -2%, Akt phos inh inactive, Abeta yeast res -2%, CCT modulator -0.4, Nrf2 ARE act 0.0%, Nrf2 block -6%, A549 viability -1% and TGFb inhibitor 1%.
`O=C(Cn1nc(-c2ccccc2Cl)ccc1=O)Nc1ccccc1-c1ccccc1` gave MmCpn inh 2%, HepG2 viability 11%, Akt phos inh inactive, Abeta yeast res -13%, CCT modulator 1.6, Nrf2 ARE act 2.6%, Nrf2 block -15%, A549 viability -10% and TGFb inhibitor -28%.
Screening NC(=O)C1CCN(C(=O)c2ccc(-c3ccccc3Cl)o2)CC1 returned MmCpn inh 1%, HepG2 viability 1%, Akt phos inh inactive, Abeta yeast res 16%, CCT modulator -0.5, Nrf2 ARE act 4.6%, Nrf2 block 29%, A549 viability 0% and TGFb inhibitor -5%.
Screening COc1ccc(CC(=O)NCCc2sc(-c3cccc(F)c3)nc2C)cc1 returned HepG2 viability -11%, Abeta yeast res -18%, Nrf2 ARE act 5.3%, A549 viability 2% and TGFb inhibitor -27%.
For CCc1csc(CCNC(=O)C2CCC(=O)N(Cc3cccc(C(F)(F)F)c3)C2)n1 (stereo not given) the results were MmCpn inh 1%, HepG2 viability 8%, Akt phos inh inactive, Abeta yeast res 4%, CCT modulator -0.9, Nrf2 ARE act -0.2%, Nrf2 block 8%, A549 viability -8% and TGFb inhibitor -2%.
CC(=O)Oc1cccc(N2C(=O)CC(Nc3ccc(N4CCOCC4)cc3)C2=O)c1 (stereo not given) was read as MmCpn inh -2%, HepG2 viability -5%, Akt phos inh inactive, Abeta yeast res 0%, CCT modulator -3.2, Nrf2 ARE act 4.7%, Nrf2 block 20%, A549 viability -8% and TGFb inhibitor 5%.
`Cc1ccc(C(=O)Nc2ccc(NC(=O)c3cccs3)cc2)cc1C` gave HepG2 viability 4%, Abeta yeast res -11%, Nrf2 ARE act -0.4%, Nrf2 block inconclusive, A549 viability -14% and TGFb inhibitor 2%.
`CCOc1ccc(C(=O)NCCCn2ccnc2)cc1` gave MmCpn inh 3%, HepG2 viability -15%, Akt phos inh inactive, Abeta yeast res 5%, CCT modulator 0.3, Nrf2 ARE act 0.1%, Nrf2 block 7%, A549 viability -3% and TGFb inhibitor -2%.
